hK5 inh: blocks human kallikrein 5 protease activity | Q9Y337 | AID 873 | recombinant hK5, fluorogenic AMC substrate cleavage | inhibition, % at 5 µM | 0.59% of 210,000 active;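 active = inhibition of 40% or more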;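 also: 0% = enzyme controls without compound and 100% = no-enzyme blanks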
Target sequence (Q9Y337 67-293 limits assumed): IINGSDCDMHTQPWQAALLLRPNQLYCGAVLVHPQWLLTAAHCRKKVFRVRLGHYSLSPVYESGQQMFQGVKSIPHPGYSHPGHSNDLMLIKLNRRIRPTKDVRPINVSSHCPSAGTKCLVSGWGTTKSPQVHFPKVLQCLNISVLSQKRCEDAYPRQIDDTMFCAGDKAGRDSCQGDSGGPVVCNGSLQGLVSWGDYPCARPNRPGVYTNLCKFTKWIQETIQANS
14-3-3 Bad inh: disrupts binding of bovine 14-3-3 zeta to phospho-Bad peptide; TR-FRET 14-3-3zeta/Dy647-pBad peptide displacement, 1 h; AID 781; 0.71% of 220,000 active; inhibition, % at 21.7 µM; P63103;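 active = inhibition above about 70%, limit read from the data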;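 also: 0% = full 14-3-3 plus peptide FRET controls and 100% = background without 14-3-3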
p97 ATPase inh: human p97 ATPase inhibition. AID 1481. recombinant p97 ATPase, Kinase-Glo ATP luminescence, 3 h. inhibition, % at 8 µM. 0.42% of 220,000 active; in the data active = inhibition above about 15%;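 also: 0% = DMSO vehicle and 100% = wells lacking enzyme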
Target sequence (P55072 whole entry, looked up): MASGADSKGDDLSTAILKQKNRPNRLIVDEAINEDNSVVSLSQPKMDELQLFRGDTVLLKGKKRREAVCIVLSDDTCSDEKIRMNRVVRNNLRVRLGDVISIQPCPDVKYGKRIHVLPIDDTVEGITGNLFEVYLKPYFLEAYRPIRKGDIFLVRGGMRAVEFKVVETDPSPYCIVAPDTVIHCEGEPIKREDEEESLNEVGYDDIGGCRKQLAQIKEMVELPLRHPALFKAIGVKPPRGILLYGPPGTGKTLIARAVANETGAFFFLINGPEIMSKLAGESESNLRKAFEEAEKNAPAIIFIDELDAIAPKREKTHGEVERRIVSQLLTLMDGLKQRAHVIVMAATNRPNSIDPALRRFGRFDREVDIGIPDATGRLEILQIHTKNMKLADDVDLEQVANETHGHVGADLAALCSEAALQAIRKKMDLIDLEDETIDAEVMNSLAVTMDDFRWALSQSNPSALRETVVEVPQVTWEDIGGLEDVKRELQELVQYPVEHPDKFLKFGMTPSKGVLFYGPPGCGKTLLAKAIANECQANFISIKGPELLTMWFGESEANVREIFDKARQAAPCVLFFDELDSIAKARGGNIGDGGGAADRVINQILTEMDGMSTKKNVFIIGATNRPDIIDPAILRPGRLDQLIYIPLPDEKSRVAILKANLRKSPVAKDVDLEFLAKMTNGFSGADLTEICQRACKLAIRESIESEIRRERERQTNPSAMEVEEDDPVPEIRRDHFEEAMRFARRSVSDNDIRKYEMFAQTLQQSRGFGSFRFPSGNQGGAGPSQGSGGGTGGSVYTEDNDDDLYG
Mdm2 ligase inh: Mdm2 E3 ligase (human) inhibition; Q00987; cell-based MDM2 ubiquitination luciferase reporter, 2 h; 0 = plate control, 100 = twice control, blank-subtracted; signal enhancement, % at 5 µM; 0.11% of 210,000 active;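 active = signal enhancement of 30% or more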;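 also: luminescence tracks abundance of the self-degrading MDM2-luciferase fusion protein; higher signal means inhibition of MDM2 E3 ligase activity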
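Assay system: stable mammalian line carrying autodegrading MDM2–luciferase fusion reporter; amount: 2000 cells seeded into each well; buffer or medium: DMEM; benchmarks: plate control and blank wells; signal: luciferase luminescence; timing: 2 h compound exposure at 37 °C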
eIF4E 4G PPI: blocks eIF4E binding to eIF4G | P63073+Q04637 | 0.37% of 220,000 active | inhibition, % at 21.7 µM | AID 782 | TR-FRET eIF4E-eIF4GI(517-606) binding, 2 h;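 active = inhibition above about 30%, limit read from the data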;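 also: 0% = full FRET control wells and 100% = background wells lacking eIF4GI fragment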
Wee1 degr inh: blocks degradation of human Wee1 kinase | P30291 | HeLa Luc-Wee1K328M stability, luciferase luminescence; 100% = proteasome inhibitor MG132 effect | reporter increase, % at 5 µM | 1.2% of 220,000 active | AID 1321;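 active = activation above the mean of all tested compounds plus 3 SD, set per screening run, cut at about 8.8% in these data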;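 also: cells exposed to compound for 20 h before luminescence read; 0% = DMSO alone and 100% = MG132 at 30 µM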
FXIIa inh: blocks human coagulation factor XIIa protease activity | purified FXIIa, Boc-QGR-AMC fluorogenic substrate, 2 h | 0.3% of 220,000 active | inhibition, % at 5 µM; in the data active = inhibition above about 40%;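 also: 0% = enzyme with no compound and 100% = blank without enzyme; many of its hits are not listed in these tables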
Rad51 HR inh: blocks human Rad51 in homologous recombination; Q06609; hRad51 DNA strand exchange, fluorescence dequenching; inhibition, % at 10 µM; 0.085% of 200,000 active;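 active = inhibition above 40% at the single screening dose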;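 also: 0% = DMSO control wells and 100% = blanks with heterologous ssDNA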
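Material: human Rad51–ssDNA filaments; Probe or stimulus: labelled 47-mer dsDNA for strand exchange; Doses: single 10 µM dose; Incubation: 37 °C 15-min filament assembly, 30-min compound preincubation, 15-min exchange; Technique: FRET fluorescence dequenching, excitation 485 nm, emission 520 nm; Measure: Fluorescence-based percent inhibition, control- and blank-normalised; Benchmarks: plate control and blank wells.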
FXIa inh: blocks human coagulation factor XIa protease activity. AID 798. purified FXIa, Boc-Glu-Ala-Arg-AMC fluorogenic substrate. inhibition, % at 5 µM. 0.14% of 220,000 active;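 active = inhibition of at least 40%; inactive = inhibition below 40%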;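 also: fluorescence of freed AMC excited at 355 nm; 0% = enzyme without compound and 100% = no enzyme blank; many of its hits are not listed in these tables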
The depositor's hits bear a star; . = no result given; & = joins results of further samples; [ ] = another dose, or the depositor's remark. Not a hit list; about 3.5% have a hit in one of these screens.

SMILES	hK5 inh	14-3-3 Bad inh	p97 ATPase inh	Mdm2 ligase inh	eIF4E 4G PPI	Wee1 degr inh	FXIIa inh	Rad51 HR inh	FXIa inh
C=CCOc1ccc(CN(C)CC(=O)N(CC(C)C)c2c(N)n(CC(C)C)c(=O)[nH]c2=O)cc1	2	-2	3	10	-2	-1	8	-11	6
O=C(O)c1cc(-c2cccnc2)nc2ccc(Br)cc12	-2	-9	7	17	6	-1	3	1	-4
Cc1ccc(C(=O)Nc2nc3c(s2)CCCC3)o1	-18	-13	-11	-35	4	2	9	3	4
O=C(NNC(=O)C12CC3CC(CC(C3)C1)C2)c1ccco1	-2	6	7	-1	3	0	3	0	-2
Cc1c(C(=O)N2CCOCC2)[nH]c2c1C(=O)CC(c1ccc(Cl)cc1)C2 (stereo not drawn)	5	-7[fluorescence artefact?]	0	-5	-2	-1	3	-11	2
N#C/C(C(=O)NCc1ccccc1)=C1/SC(Cc2ccc(Cl)cc2)C(=O)N1c1ccccc1 (stereo not drawn)	-11	8	-7	-7	-2	-2	-2	.	-9
Cc1c(C(=O)NCCc2ccccc2)oc2ccc(S(=O)(=O)N3CCC4(CC3)OCCO4)cc12	-6	-3	9	-10	4	9.5*	8	1	8
CC1=CC(C)C2C(=O)N(CCC[N+](C)(C)C)C(=O)C2C1 (stereo not drawn)	1	14[fluorescence artefact?]	13	-5	0[fluorescence artefact?]	-2	10	9	-4
O=C(COc1ccc(Cl)cc1)N1CCN(c2ncccn2)CC1	-28	-3	-5	-19	6	1	17	2	1
Cc1ccc(-c2nc3cc(N)ccc3o2)c(C)c1	-33	-8[fluorescence artefact?]	-1	-48	1	2	0	0	0
CCSc1nc(=O)n(-c2ccccc2)c(C)c1C(C)=O	-21	-8[fluorescence artefact?]	3	-8	-2[fluorescence artefact?]	0	18	15	-1
CCc1ccc(NC(=O)c2ccc3c(c2)C(=O)N(Cc2ccco2)C3=O)cc1	-5	10	-4	-1	-1	2	14	2	6
CN(C)C(=O)Oc1cccc([N+](C)(C)C)c1	-6&-8	-3&-6	4&7	.	0&0	-1&-1	13&14	-5&2	3&4
N#Cc1cnn2cc(-c3ncc(C(F)(F)F)cc3Cl)cnc12	-8	.	-5	-8	.	2	15	3	2
C=CCn1c(SCC(=O)NCC(=O)OCC)nnc1-c1ccccn1	-3	-14[fluorescence artefact?]	3	-11	-3[fluorescence artefact?]	1	8	-2	2

4 of the compounds above, with values under each structure.
Order of results: hK5 inh | 14-3-3 Bad inh | p97 ATPase inh | Mdm2 ligase inh | eIF4E 4G PPI | Wee1 degr inh | FXIIa inh | Rad51 HR inh | FXIa inh
O=C(O)c1cc(-c2cccnc2)nc2ccc(Br)cc12
 : -2 | -9 | 7 | 17 | 6 | -1 | 3 | 1 | -4
Cc1ccc(C(=O)Nc2nc3c(s2)CCCC3)o1
 : -18 | -13 | -11 | -35 | 4 | 2 | 9 | 3 | 4
O=C(NNC(=O)C12CC3CC(CC(C3)C1)C2)c1ccco1
 : -2 | 6 | 7 | -1 | 3 | 0 | 3 | 0 | -2
Cc1c(C(=O)N2CCOCC2)[nH]c2c1C(=O)CC(c1ccc(Cl)cc1)C2 (stereo not drawn)
 : 5 | -7[fluorescence artefact?] | 0 | -5 | -2 | -1 | 3 | -11 | 2

Next part.
SMILES	hK5 inh	14-3-3 Bad inh	p97 ATPase inh	Mdm2 ligase inh	eIF4E 4G PPI	Wee1 degr inh	FXIIa inh	Rad51 HR inh	FXIa inh
CCOC(=O)c1c(NC(=O)C(F)(OC)C(F)(F)F)sc2c1CCN(C)C2 (stereo not drawn)	-20	-3	3	-10	-1	4	9	-10	-2
Cc1ccc(CSCC(N)C(=O)O)cc1 (stereo not drawn)	-2	-3	4	-9	-5	-2	3	15	-2
COc1cccc(C(=O)NC2CC3CCCC(C2)N3S(=O)(=O)c2ccccc2)c1 (stereo not drawn)	-1	-3	0	.	-3	3	7	14	0
CCN(CC)S(=O)(=O)c1ccc(Cl)c(NC(=O)COc2ccccc2[N+](=O)[O-])c1	-9	-8[fluorescence artefact?]	5	-12	13[fluorescence artefact?]	2	14	6	6
CC(=O)N1Cc2ccccc2CC1C(=O)O (stereo not drawn)	3	-4[fluorescence artefact?]	5	-6	1	-1	5	-3	0
O=C(O)c1ccc(OCc2occc2C(=O)O)cc1	-18	15[fluorescence artefact?]	-3	-15	0[fluorescence artefact?]	0	5	-1	-6
CN(C)C(=O)c1nc2ccc(Cl)cn2c1CN1CCN(c2ncccn2)CC1	-3	-5	11	-6	2	3	3	4	-2
O=C(NNC(=O)c1ccc(Cl)cc1Cl)c1ccncc1	3	-13	7	3	5	0	9	-1	7
COC(=O)C1=CN(Cc2cccs2)C=C(C(=O)OC)C1c1cccc(OC)c1OC	-12	1	1	-10	-1	5	-7	-7	-8
Cc1ccccc1Nc1nn2c(=O)c3ccccc3nc2s1	-13	4	1	-2	14	0	21	6	10
Cc1ccccc1NC(=O)Cc1nc(CSc2nnc(-c3ccc4c(c3)OCO4)o2)cs1	1	3	0	-16	-4	-2	1	0	-6
Cc1cc(Cl)ccc1C(=O)C1CCCN(C(=O)CCn2cnnn2)C1 (stereo not drawn)	.	-13	1	-8	2	-2	13	-2	2
COc1ccc(CNC(=O)c2c(F)c(F)c(F)c(F)c2F)cc1	-21	-14	1	-2	2	-1	5	3	-3
COCC(C)OC(=O)/C(C#N)=C\c1coc2ccc(C)cc2c1=O (stereo not drawn)	-10	-2	7	-3	7[fluorescence artefact?]	4	13	.	7
O=C(Nc1cc(C(F)(F)F)ccc1Cl)C(NCc1ccccc1)c1ccccc1 (stereo not drawn)	-13	14	-6	-2	2	8	-1	-11	-3
Cn1cc(CN2CCCC(CO)C2)c(-c2ccc(Oc3ccccc3)cc2)n1 (stereo not drawn)	-3	-7	5	-9	0	7	4	7	-3
COc1ccc(C)cc1NC(=O)CSc1nnc(-c2ccco2)n1Cc1ccco1	0	21	-10	-4	-2	2	17	-4	1
Cc1cc(C(=O)CSc2n[nH]c(N)n2)c(C)n1-c1ccc2c(c1)OCO2	9	-10[fluorescence artefact?]	6	3	17	-3	17	1	4
CCC(C(=O)N1CCN(C(=O)c2ccco2)CC1)c1ccccc1 (stereo not drawn)	-1	2	-6	-10	-1	0	-4	4	-11
CC(=O)n1cc([C@H]2C=C(C(=O)N3CCOCC3)O[C@@H](OCc3ccc(CO)cc3)C2)c2ccccc21	-3	-1	8	.	0	2	6	3	1
Cc1ccc(CN2C(=O)CCC2(C)C(=O)NCc2cccnc2)cc1 (stereo not drawn)	12	4	1	-7	2	8	7	-2	-4
COc1ccc(-c2cc(-c3ccccc3)c(C#N)c(=S)[nH]2)cc1	-2	-40	5	-8	-10	1	3	1	25
N#CC1=C(N)OC2=C(C(=O)CC(c3ccccc3)C2)C1c1ccoc1 (stereo not drawn)	-1	-5	1	-4	6	-2	18	.	12
CN(Cc1cccs1)S(=O)(=O)c1cccs1	-4	6	4	-2	4	-2	10	-5	-5
CCCc1cc(=O)[nH]c(SCC(=O)N2N=C(c3ccc(Cl)cc3)CC2c2ccco2)n1 (stereo not drawn)	-8	-6	-4	-8	2	-2	-4	-25	-4
Cc1cc(C)n(C(=O)CCCCCCCC(=O)n2nc(C)cc2C)n1	-5	-3	-8	7	2[fluorescence artefact?]	-1	7	6	4
COc1ccc(OC)c(N(CC(=O)N2CCCCC2)S(=O)(=O)c2ccc(OC)c(OC)c2)c1	-13	-8	-6	11	-1	-3	-4	1	-11
CC(=O)Nc1ccc(OCC(=O)NCc2ccccc2)cc1	0	-12	6	-9	0	0	10	5	3
[O-]/C(=C(\C(=S)Nc1ccc(SC(F)F)cc1)[n+]1ccccc1)c1cc(Cl)ccc1Cl	-5	-12	4	-14	-2	-1	3	24	-2
C=CCN(Cc1nc(-c2ccc(OC)c(OC)c2)oc1C)C1CCS(=O)(=O)C1 (stereo not drawn)	4	7	-7	-26	-1	2	9	8	2
O=C(COc1cccc(NC(=O)c2ccccc2)c1)c1ccc(F)cc1	-7	5	2	-6	-1	0	6	.	5
NC(=O)C1CCN(C(=O)CSc2nc3c(c(-c4ccccc4)n2)CCCC3)CC1	-3	-6[fluorescence artefact?]	5	.	1[fluorescence artefact?]	3	8	-1	-3
Oc1ccc(Cl)cc1N=Cc1sc2ccccc2c1Cl	-10	-24	4	-2	2	1	7	5	-2
O=C(CSc1nnc2ccc(-c3ccncc3)nn12)c1cccs1	-13	7	1	-19	0	-5	6	4	-1
CCOc1cnc(C(=O)NNC(=O)C(Br)C(C)C)o1 (stereo not drawn)	12	29	1	4	-2	0	12	.	2
O=C(c1ccc(=O)[nH]c1)N(Cc1ccco1)C1(C(=O)NC2CCCCC2)CCCCC1	0	5	4	-4	2	3	16	.	4
CCC(=O)Nc1ccccc1C(=O)C(=O)Nc1ccccc1	-22	-3	-3	-9	2[fluorescence artefact?]	1	-5	-5	-9
CC(Nc1cc(N2CCN(S(C)(=O)=O)CC2)ccc1[N+](=O)[O-])c1ccccc1 (stereo not drawn)	-18	-7	1	.	-1	1	12	.	6
Cc1cc(SCC(=O)Nc2ccc(O)cc2)n2ncc(-c3ccccc3)c2n1	6	-5	5	-12	3	1	10	31	14
NC(=S)Nc1cccc2[nH]ncc12	-22	-16	0	-3	-5	3	7	21	-3
Cc1ccc(-n2c(C)cc(C=C3C(=O)CC(C)(C)CC3=O)c2C)cc1	-12	4[fluorescence artefact?]	5	57*	4[fluorescence artefact?]	-3	20	-2	20
COc1ccc(N=CC2=C(O)CC(c3ccccc3)CC2=O)c(OC)c1 (stereo not drawn)	-14	-10[fluorescence artefact?]	0	-1	0	2	7	-9	6
CCOC(=O)N/N=C(\C)c1ccc(OC(F)F)cc1OC(F)F	-3	-2	-1	-7	4	-3	4	10	4
COc1ccc(NC(=O)Nc2ccccc2F)c([N+](=O)[O-])c1	3	-1	-2	-19	-1	5	12	3	2
O=C(c1ccc(Br)o1)N1CCN(c2ccc(F)cc2)CC1	5	2	2	4	7	-1	13	-4	0
CC1CCN(Cc2nnnn2-c2ccc(Cl)cc2)CC1	-15	2	3	.	5	-1	12	.	10
O=C(Nc1ccc(N2CCN(C(=O)c3ccco3)CC2)cc1)c1ccccc1	-3	-15	7	-9	4	-1	3	-39	0
O=C(N/N=C1\CCCCc2ccccc21)c1ccccn1	-8	-11	6	4	10	3	2	-5	-2
CCOC(=O)C1=NN(C(C)=O)C2(CC(=O)N(c3cc(C)cc(C)c3)C2=O)C1 (stereo not drawn)	-7	-7	2	-9	0	3	5	10	-3
CC(C)COP(=O)(OCC(C)C)C(O)c1ccccc1F (stereo not drawn)	20	0	5	-6	2	-3	8	0	-2
C=CCn1cc(/C=C2/NC(=O)NC2=O)c2ccccc21	2	5	6	-10	-3	-1	5	-1	0
COC(=O)c1cc2oc3ccccc3c2n1CC(=O)Nc1ccccc1OC	4	9[fluorescence artefact?]	4	2	3[fluorescence artefact?]	-2	23	-7	8
O=C(/C=C/c1ccc2c(c1)OCO2)N1CCOCC1	-11	2	1	-23	12	-1	6	-4	0
c1csc(CNc2ncnc3nc[nH]c23)c1	-9	5	2	-8	-4	2	20	-2	2
O=[N+]([O-])c1nn(-c2ccccc2)n(O)c1=NCc1ccc2c(c1)OCO2	-5	-7	-5	-10	-1	-1	10	4	6
O=C(c1ccc2nccnc2c1)N1CCN(Cc2ccc3c(c2)OCO3)CC1	3	57	5	-1	9	0	15	5	3
